High-throughput results deposited in PubChem BioAssay by National Center for Advancing Translational Sciences (NCATS).
HCMV antiviral – inhibitors of human cytomegalovirus | AID 1259415 | activity change, negative = inhibition, % at 57.5 µM | HFF cells, HCMV-luciferase reporter, 72 h; stronger effect = lower value | actives 4.5% (n = 410,000); in the data active = activity change below about -60%; inconclusive = no clear call, values can overlap the other calls; inactive = above about -39%; also: % is scaled to controls: 0 for no effect and ±100 for the full control effect
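Cell-based, HFFs, 1000 cells/well, 16 h 37C; cpds in DMSO + HCMV-luc, MOI 1 PFU/cell; 72 h 37C; OneGlo luminescence after 5 min RT; norm. to buffer vs Salinomycin 10uM.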
Giardia FBPA inh – blocks Giardia fructose-bisphosphate aldolase activity; A8B2U2; purified Giardia FBPA; Potency, µM (doses to about 59.6 µM), without a hit: top-dose activity, negative = inhibition, most hits filed as inhibitors; actives 0.71% (n = 290,000); AID 2451; also: potency is read from the fitted curve at half-maximal effect; % is scaled to controls: 0 for no effect and ±100 for the full control effect; nearly all actives have a fitted effect of over 55% in size
Target sequence (A8B2U2 whole entry, looked up): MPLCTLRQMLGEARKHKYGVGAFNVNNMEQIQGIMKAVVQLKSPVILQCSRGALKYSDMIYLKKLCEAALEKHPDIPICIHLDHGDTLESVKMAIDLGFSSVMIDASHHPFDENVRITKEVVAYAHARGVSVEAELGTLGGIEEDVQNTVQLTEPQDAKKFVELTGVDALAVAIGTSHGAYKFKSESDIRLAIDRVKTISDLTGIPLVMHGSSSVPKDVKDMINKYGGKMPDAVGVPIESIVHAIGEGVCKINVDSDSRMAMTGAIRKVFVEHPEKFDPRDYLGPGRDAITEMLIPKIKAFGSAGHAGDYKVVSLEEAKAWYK
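40 nM FBPA preincubated 10 min at RT with compound (up to 57.5 uM final), then substrate plus GAPDH/TPI/NAD/arsenate coupling and diaphorase/resazurin added. Fluorescence read after 20 min at RT, 525/598 nm.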
AmpC no deterg – inhibitors of E. coli AmpC beta-lactamase without detergent. AID 485341. Potency, µM (highest dose often 57.1 µM), for inactives: at the highest dose activity change, negative = inhibition, actives largely listed as inhibitors. P00811. actives 0.52% (n = 330,000). AmpC nitrocefin hydrolysis, absorbance 480 nm, 0.0001% Triton;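 also: potency is read from the fitted curve at half-maximal effect; plate controls were no compound for no effect and no enzyme for full effect; nearly all actives have a fitted effect of over 20% in size; some results filed as inactive show a strong effect at the top dose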
Target sequence (P00811 whole entry, looked up): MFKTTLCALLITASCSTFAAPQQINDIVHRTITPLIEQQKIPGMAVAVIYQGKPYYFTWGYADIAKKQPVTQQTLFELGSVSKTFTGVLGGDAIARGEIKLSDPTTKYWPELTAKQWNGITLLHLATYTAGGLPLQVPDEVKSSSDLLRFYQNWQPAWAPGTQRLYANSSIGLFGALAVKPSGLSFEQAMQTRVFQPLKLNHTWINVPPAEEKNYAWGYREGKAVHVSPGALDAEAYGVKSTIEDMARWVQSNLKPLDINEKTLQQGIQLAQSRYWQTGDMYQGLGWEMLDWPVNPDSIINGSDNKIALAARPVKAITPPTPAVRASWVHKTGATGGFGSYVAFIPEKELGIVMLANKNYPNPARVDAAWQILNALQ
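20 mM phosphate pH 7.0 + 0.01% (detergent screen) or 0.0001% Triton X-100; 5.3 nM AmpC reagent; cpd preinc 15 min RT; nitrocefin (800 uM stock) to start; A480 q20 s × 4 min; Activity was normalised to no-enzyme and no-compound control wells.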
Shiga toxin inh – Shiga toxin inhibition | Vero cells, Shiga toxin protein synthesis inhibition reporter | inhibition, % at 38.7 µM | actives 9.2% (n = 290,000) | AID 2315; in the data active = inhibition mostly above about 28%, no sharp cut-off; inactive = mostly below about 43%; also: 0% is about no effect
CHX counter – affects cycloheximide protein synthesis inhibition readout, counter-screen | actives 12% (n = 300,000) | max response, % | cell reporter, cycloheximide protein synthesis inhibition counterscreen; in the data active = max response mostly above about 13%, no sharp cut-off; inactive = mostly below about 14%; also: read at 38.3 µM for the half of the compounds with a filed dose; 0% is about no effect
AMA1-RON2 inh – inhibitors of Plasmodium falciparum AMA1-RON2 interaction; actives 0.2% (n = 360,000); Potency, µM (doses to about 58.2 µM), inactives show top-dose activity change, negative = inhibition, hits mostly inhibitors; AlphaScreen AMA1-biotinylated RON2 peptide binding;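 also: potency is read from the fitted curve at half-maximal effect; 0% = vehicle wells and -100% = peptide control; nearly all actives have a fitted effect of over 45% in size; some results filed as inactive show a strong effect at the top dose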
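AMA1 (3D7) with his tag at 25 nM final met compounds first, then biotinylated RON2 peptide at 25 nM; detection used donor plus acceptor beads, 10 µg/mL apiece, read by AlphaScreen after 30 min at room temperature.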
AmpC inh detg – blocks E. coli AmpC beta-lactamase in detergent assay | P00811 | AmpC hydrolysis of nitrocefin, absorbance 480 nm, 0.01% Triton | Potency, µM (top dose mostly 114 µM), without a hit: top-dose activity change, negative = inhibition, most hits filed as inhibitors | actives 0.041% (n = 370,000);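 also: potency is read from the fitted curve at half-maximal effect; 0% = no-compound wells and -100% = no-enzyme wells; nearly all actives have a fitted effect of over 25% in size; some results filed as inactive show a strong effect at the top dose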
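AmpC (5.3 nM in the dispensed reagent) in 20 mM phosphate pH 7.0 with 0.01% (detergent screen) or 0.0001% Triton X-100 was preincubated with compounds for 15 min at room temperature. Nitrocefin was then added from an 800 uM solution, and hydrolysis was followed at 480 nm.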
Active calls of the source: *; ? = inconclusive; nt = no result given; [ ] = remark or other dose. Unless noted, calls follow the shape of the dose curve; as a rule, active = well fitted curve in the direction sought with a large enough effect; inconclusive = small, poorly fitted or top-dose-only effect, or another doubt; inactive = no such curve, though single readings can be large; an effect the other way counts as inactive or inconclusive. This is a random part of the collection. About 16% of those tested had a hit in this group.

SMILES,HCMV antiviral,Giardia FBPA inh,AmpC no deterg,Shiga toxin inh,CHX counter,AMA1-RON2 inh,AmpC inh detg
O=C(C1CCCN(S(=O)(=O)c2ccc(Cl)cc2)C1)N(Cc1cccs1)C1CC1 (stereo not given),-35,1%,3%,13,-1,0%,5%
O=C(Cn1c(=O)oc2ccccc21)N1CCOCC1,12,0%,-10%,10,-5,-5%,4%
Cc1ccc(NC(=O)[C@H](CC(C)C)NC(=O)[C@@H]2Cc3ccccc3CN2)cc1,nt,nt,-30%,9,18,58%[activator],-5%
O=C(CNC(=O)c1ccc(Cl)cc1Cl)OCCOc1ccccc1F,-36,nt,3%,nt,nt,-8%[11.6 µM],nt
CC(C)(C)NC(=O)CSC(=Nc1ccccc1F)NC#N,15,-15%,-10%,34*,28*,26%,0%
CC(C)C(=O)Nc1nc2cc3c(cc2s1)OCO3,-11,-1%,10µM*,77*,26*,-7%,?
CC1CCCN(CC(O)COCc2ccccc2)C1 (stereo not given),25,2%,-14%,-7,-3,5%,2%
O=C(NCC(=O)N1CCN(c2ccccc2F)CC1)c1ccco1,-6,-5%,-10%,2,9,-3%,-7%
CCOC(=O)C1(CCCc2ccccc2)CCN(C(=O)c2cnn(CC)c2)CC1,-34,-18%,-22%,-11,-3,8%,-2%
O=C(c1cc(COc2c(F)cccc2F)on1)N(Cc1ccccc1)CC1CC1,-19,-2%,-26%,27,18*,43%[activator],3%
CN(C(=O)c1ccc(Cl)cc1)C1=CCCCC1CCC#N (stereo not given),-6,3%,25%,-21,-1,-5%,-15%
COC(=O)Cc1c(C)c2ccc(OCC(=O)N3CCCC3)c(C)c2oc1=O,6,nt,2%,3,0,-18%,0%
NC(=O)C1CCN(C(=S)NCCc2ccccc2)CC1,1,1%,4%,16,18*,8%,-5%
COCCCNC(=O)C1CCC(=O)N1Cc1ccccc1Cl (stereo not given),12,1%,-20%,-9,-1,4%,-6%
OC(COc1ccccc1F)CN1CCC(Cc2ccccc2)CC1 (stereo not given),4,?,-1%,-5,1,2%,-6%
O=C(CSc1nnc(NC(=O)c2ccccc2[N+](=O)[O-])s1)NCc1ccco1,-22,nt,-9%,-3,1,9%,-11%
CC(=O)c1ccc(NC(=O)CCCC(=O)c2ccccc2)cc1,14,-7%,-43%,-16,-4,-15%,?
FC(F)(F)c1cccc(CNC(=S)Nc2ccccc2)c1,-72*,-5%,-27%,26,11,2%,-9%
CCCN(CCC)C(=O)CC(c1ccccc1)c1cc(Br)ccc1O (stereo not given),-21,-7%,-25%,4,-1,-5%,?
CCn1cc(S(=O)(=O)Nc2cc(C)ccc2F)cn1,-4,nt,-17%,-30,10,-6%,2%
COc1ccc(N(CCOc2ccccc2)S(=O)(=O)c2ccccc2)cc1,-29,nt,-36%,nt,nt,19%,-7%
CN(C)c1nnnn1-c1ccccc1Oc1ncc(C(F)(F)F)cc1Cl,-10,?,19%,-10,-7,0%,-3%
O=C(CSc1nnc(Cc2ccccc2)n1-c1cccc(Cl)c1)NNC(=O)Cc1ccccc1,1,17%,54%,-5,5,104%[activator],?
CN(C(=O)c1ccccc1)c1nccnc1C#N,52,11%,-3%,-3,-2,7%,-2%
COc1ccc(-c2csc(N3CCC(c4ccccc4)CC3)n2)cc1,-39,0%,-19%,-3,-3,6%,3%
CC1(C)Cc2c(C#N)c(N)n(-c3ccccc3)c(=O)c2CO1,107,0%,-8%,-12,1,9%,-8%
CCOc1cccc(C(=O)NC(=S)Nc2ccccc2)c1,56,-9%,-29%,141*,104*,29%,2%
CCOC(=O)Cc1c(C)c2c(C)[nH]nc2oc1=O,-16,-22%,-13%,10,13,12%,?
COc1cc(C(=O)Nc2ccccc2-c2nc(-c3ccccc3)no2)cc(OC)c1OC,10,nt,nt,20,-4,nt,30%[activator]
CC(=O)c1ccc(S(=O)(=O)N2CCCC(N(C)CCc3ccccc3)C2)cc1 (stereo not given),-26,3%,53%,-11,2,0%,1%
CCC(C)(C)NC(=O)CN(C(=O)c1snc(C(N)=O)c1N)c1ccc2c(c1)OCCO2,?,1%,-37%,3,-1,8%,?
CCc1ccc(-n2c(C)cc(/C=N/NC(=O)c3ccncc3)c2C)cc1,-79*,-24%,80%[activator],10,7,50%[activator],-5%
CCCCNC(=O)/C(C#N)=C/c1ccc(F)cc1F,4,-1%,-12%,7,18,-7%,4%
CCCCCn1c(Br)nc2c1c(=O)n(CC(N)=O)c(=O)n2C,26,8%,-9%,-10,-3,18%,-1%
CCCn1c2c(c(=N)c3c1CCC3)CCC2,-74*,5%,-29%,4,0,22%,-11%
Cc1ccc2c(N)[nH]nc2n1,26,-4%,4%,82*,11,3%,-5%
Cc1cccc(NS(=O)(=O)c2cccc([N+](=O)[O-])c2)n1,17,-3%,-12%,-15,0,-6%,4%
CCc1cccc(C)c1NC(=O)Cc1ccsc1,-20,-4%,-13%,-12,-3,6%,-9%
COc1ccc(-c2c(C(F)(F)F)nn(C)c2NC(C)=O)cc1,-1,7%,22%,-27,-1,4%,0%
CC1=CC(C)(C)n2c(O)c(N=NC(N)=S)c3c(C)ccc1c32,33,1%,-35%,-13,-1,2%,-9%
C=CCNc1nc(Cl)nc(Nc2ccc(OC)cc2OC)n1,-14,-18%,119%[activator],-2,2,-14%,-1%
COc1ccccc1OCc1cc(-c2ccccc2)no1,11,-3%,-22%,89*,68*,35%[activator],3%
O=C(NNC(=O)C12CC3CC(CC(C3)C1)C2)c1cccc(O)c1,-32,-2%,-13%,26,2,19%,4%
CCc1ccc(OCCNC(=O)c2cc(SC)ccc2Cl)cc1,6,8%,-24%,-2,-3,-6%,-1%
COC1CC(OC2CCC3(C)C(CCC4C3CCC3(C)C(C5=CC(=O)OC5)C(OC(C)=O)CC43O)C2)OC(C)C1OC1OC(COC2OC(CO)C(O)C(O)C2O)C(O)C(O)C1O (stereo not given),nt,7%,176%[activator],-19,-9,nt,4%
CCOc1ccccc1NC(=O)C1CCCN(S(=O)(=O)c2ccc(OC)c(C)c2)C1 (stereo not given),-24,-12%,-13%,-20,-3,-3%,?
NS(=O)(=O)c1ccc(Nc2nc(-c3ccc(O)cc3)cs2)cc1,?,-18%,-44%,17,2,0%,4%
CCOc1ccc(C)cc1S(=O)(=O)N1CCCCC1,-6,0%,-22%,-12,-3,-5%,-9%
Cc1cc(C)c2c(-n3cccc3)c(C(=O)NNS(=O)(=O)c3ccc(Br)cc3)sc2n1,42,9%,-3%,1,-5,28%,-5%
CN1CCN(CCCOc2ccc(-c3ccccc3)cc2)CC1,31,?,52%[activator],75*,27*,-9%,?
C#CCn1c(=NC(=O)CN2C(=O)CCC2=O)sc2cccc(OC)c21,-39,2%,17%,-13,1,-13%,-1%
CCOC(=O)C1C(=O)NC(SCC(=O)Nc2nccs2)=C(C#N)C1c1ccccc1OCC (stereo not given),nt,-7%,-39%,15,-1,58%[activator],-10%
C/C(=N\Nc1nc(N)cc(Cl)n1)c1cccc(N)c1,-30,?,-21%,39*,52*,36%[activator],0%
Cc1ccc(C(=O)OCC(=O)N2CCOCC2)c(C)c1,-22,2%,1%,39,18*,4%,?
CCOC(=O)c1sc(NC(=O)COC(=O)C(CCSC)NC(C)=O)nc1C (stereo not given),0,-1%,-20%,-7,-2,0%,-13%
CCCn1c(SCC(=O)Nc2ccccc2Cl)n[nH]c1=O,9,-1%,-23%,-4,-6,-6%,6%
Cc1cccc(-c2nsc(SCC(=O)Nc3cc(C)on3)n2)c1,33,0%,-28%,28,28,-5%,?
COc1ccc(CNC(=O)C2CCC(=O)N2C(C)C)c(OC)c1 (stereo not given),22,3%,-1%,-3,0,8%,4%
COc1ccc(S(=O)(=O)NC(C)C(=O)NCC2CCCO2)cc1OC (stereo not given),-38,-2%,1%,-7,7,-13%,-4%
CCCCN(C(=O)c1ccc(C)c(S(=O)(=O)N2CCOCC2)c1)c1c(N)n(CC(C)C)c(=O)[nH]c1=O,-2,nt,-12%,nt,nt,0%,-17%

(next part)
SMILES,HCMV antiviral,Giardia FBPA inh,AmpC no deterg,Shiga toxin inh,CHX counter,AMA1-RON2 inh,AmpC inh detg
O=C(CSc1ncn(-c2ccccc2)n1)Nc1nccs1,13,-2%,-8%,35,5,0%,-1%
O=C(CN(C(=O)CCNC(=O)c1ccco1)c1ccccc1)NC1CCCC1,-15,7%,-3%,22,4,20%,2%
COC(=O)c1ccc(N2CCN(S(=O)(=O)c3ccc(Br)cc3)CC2)c([N+](=O)[O-])c1,-26,-14%,-22%,-11,-2,-22%,-11%
COc1ccc(Cl)cc1NC(=O)CSc1nnc(Cn2c(=O)sc3ccccc32)n1C,3,-2%,-11%,1,-2,3%,2%
C(=C\c1ccccc1)/C=N/n1cnnc1,-4,3%,-14%,13,-4,16%,-14%
COC(=O)c1cc(Br)c(=O)n(Cc2ccc3c(c2)OCO3)c1,16,17%,-22%,-14,12,4%,-12%
CCNC(=O)CC(=O)Nc1ccccc1C(=O)O,-7,1%,0%,10,11,-14%,-13%
O=C(NCCO)c1ccc(CSc2nc3ccccc3[nH]2)cc1,56,0%,-14%,19,17*,6%,-8%
COC(=O)c1ccc(COc2ccc(-c3nnn(CC(N)=O)n3)cc2)cc1,-14,1%,-13%,-4,3,-10%,3%
Cc1cc(C)c(C#N)c(SCC(=O)Nc2ccccc2)n1,-20,8%,-13%,31,14*,4%,3%
